TTR transcr act: activators of transthyretin transcription | activation, % at 16.7 µM | AID 1117267 | 92,000 compounds, 1.3% hits | SH-SY5Y TTR promoter Gaussia luciferase, luminescence; 100% = recombinant luciferase protein wells;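 active = activation above the mean of all tested compounds plus 3 SD, cut at about 9.5% in these data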;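 also: cells exposed to compounds for one day before reading; 0% = median of all test compound wells on the plate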
An asterisk follows results filed as active. An excerpt; the hit share may differ from the screen's.

SMILES | TTR transcr act
CN(C)c1ccc(P(=O)(OCc2ccccc2)C(O)c2ccc(Cl)cc2)cc1 (stereo not drawn) | -0.1
CCCCNc1c(CC(C)C)nc2nc(C)cc(C)n12 | -1.1
COc1ccc(C2c3ccc(O)cc3Oc3ncn(CC(C)C)c(=N)c32)cc1 (stereo not drawn) | 1.7
CCn1c(N2CCN(C(=S)NC)CC2)nc2ccccc21 | -2.3
Cc1cccc(NC(=O)NC(C)C(c2ccccc2)N2CCN(C)CC2)c1 (stereo not drawn) | 0.7
CC(C)c1ccc(/C=N/NC(=O)CC(=O)NC2CCCCC2)cc1 | -0.8
COc1ccc(S(=O)(=O)N2CCCC2CNC(=O)C(=O)NC2CC2)cc1 (stereo not drawn) | -1.4
Cc1nnc(NC(=O)CCC2CCCCC2)s1 | -0.3
CCCCCCCCCc1nc2sc3c(c2c(=O)n1NC(=O)c1ccccc1[N+](=O)[O-])CC(C)(C)OC3 | -3.1
CCSc1nc(C)c(C(C)=O)cc1C#N | 0.0
Cc1onc(-c2ccccc2Cl)c1C(=O)N1CCN(c2ncccn2)CC1 | -1.0
O=[N+]([O-])c1cccc(-c2ccc(SCc3cccnc3)nn2)c1 | 0.6
COc1ccc(-c2ccc(C(=O)Nc3ccc(C(C)C)cc3)c3occc23)c(C)c1 | -0.7
Cn1cccc1/C=C1\SC(=S)N(NC(=O)c2ccccc2Cl)C1=O | -0.1
Clc1ccc(OCCCn2cncn2)cc1Cl | 1.2

Arranged by value in TTR transcr act (descending): 5 from the list above
Molecule	TTR transcr act
O=[N+]([O-])c1cccc(-c2ccc(SCc3cccnc3)nn2)c1	0.6
Cn1cccc1/C=C1\SC(=S)N(NC(=O)c2ccccc2Cl)C1=O	-0.1
COc1ccc(-c2ccc(C(=O)Nc3ccc(C(C)C)cc3)c3occc23)c(C)c1	-0.7
CC(C)c1ccc(/C=N/NC(=O)CC(=O)NC2CCCCC2)cc1	-0.8
CCCCCCCCCc1nc2sc3c(c2c(=O)n1NC(=O)c1ccccc1[N+](=O)[O-])CC(C)(C)OC3	-3.1

More compounds
SMILES | TTR transcr act
Cc1cccc(/C=N/Nc2cc(N3CCOCC3)nc(N3CCOCC3)n2)c1 | -1.6
CNC(=S)N(Cc1cccs1)Cc1cc2cc(OC)c(OC)cc2[nH]c1=O | 2.3
COc1ccc(CN2C(=O)CS(=O)CC2=O)cc1OC | 0.9
CC(=O)N1CCN(S(=O)(=O)c2cccc(C(=O)OCC(=O)N3CC(=O)Nc4ccccc43)c2)CC1 | 0.5
CCn1c(=O)n(CC)c2cc(NC(=O)CSc3ccc([N+](=O)[O-])cn3)ccc21 | 2.5
COC(=O)C1=C(C)N(Cc2ccccc2)C(=O)N[C@H]1CCc1ccccc1 | 0.6
Cc1ccc(NS(=O)(=O)c2ccc(CCC(=O)NCCCOC(C)C)cc2)cc1 | 0.7
CCN1C(=O)[C@H]2[C@@H](c3ccc(-c4ccc(F)cc4)c(OC)c3)N3CCCC[C@@]3(C(=O)OC)[C@H]2C1=O | -1.7
Cc1c(C(=O)OCC(=O)Nc2ccc(C(=O)N(C)C)cc2)oc2ccccc12 | 1.3
COc1ccc(CN2CCC(=O)N([C@H](CO)c3ccccc3)CC2)cc1 | 2.1
O=C(CC1NC(=O)NC1=O)NC1(C(=O)NC2CCCCC2)CCCCC1 (stereo not drawn) | 3.8
CC(N=Cc1ccccc1O)c1ccccc1 (stereo not drawn) | 0.2
COCCCNC(=O)C1CCCN(S(=O)(=O)c2cccc3nsnc23)C1 (stereo not drawn) | 1.0
COc1ccc(C(NC(=O)N2CC(C)OC(C)C2)C(Cl)(Cl)Cl)cc1F (stereo not drawn) | -2.3
O=C(N/N=C/c1ccccc1Br)c1ccc(CSc2cccc3cccnc23)cc1 | 3.4
COc1ccc(CCNS(=O)(=O)c2ccc(N3CCCC3=O)cc2)cc1 | -5.5
Cc1cc(Br)cc(C)c1OCCCCN(C)C | 4.8
Cn1cc(C2NC(=O)c3ccccc3N2)c2ccccc21 (stereo not drawn) | 0.2
COc1cc(NC(=O)CN2CCN(c3ccccc3F)CC2)c(C)cc1[N+](=O)[O-] | 0.5
COc1ccc(CNCc2c(F)cccc2F)cc1OC | 0.0
O=C(Cn1cnc([N+](=O)[O-])c1)Nc1cc(Oc2ccc(Cl)cc2Cl)cc([N+](=O)[O-])c1 | -5.9
O=C(CSC1=NCCS1)N1CCN(c2ccc(Cl)cc2)CC1 | -3.5
C=CCC[C@H](Cc1ccc(F)cc1)C(=O)OC[C@@H](Cc1c[nH]c2ccccc12)NC(=O)[C@@H](CC=C)CC(=O)N(CCO)Cc1ccccc1 | -5.7
CCOC(=O)N1CCN(C(=O)CSCC(=O)Nc2nc(-c3ccc(Cl)s3)cs2)CC1 | -3.1
CC(C)[C@H](NC(=O)c1ccccc1Cl)C(=O)OCC(=O)NC(=O)NC1CCCC1 | -0.4
CCCCN1CNC(=S)N(c2ccc(C(=O)OCC)cc2)C1 | 1.2
CCOC(=O)c1ccc(NC(=O)C2CCCO2)cc1 (stereo not drawn) | -0.9
O=C1NC(=NCc2ccccc2)S/C1=C\c1ccccc1 | 1.8
CCCCc1ccc(S(=O)(=O)N2CCC3(CC2)OCCO3)cc1 | -1.1
COC(=O)[C@@]12C[C@@H](CC(=O)NCc3ccc(C)o3)C(=O)N(Cc3ccco3)C1=CCC(C)(C)C2 | -0.8
Cc1ccc(S(=O)(=O)N2CCN(C(=O)CCCOc3ccc(Cl)cc3C)CC2)cc1 | 1.6
Cc1cccc(NC(=O)CNC(=O)CN2CCN(C)CC2)c1C | -0.3
CCC(=O)Nc1ccccc1C(=O)OCC(=O)c1ccccc1 | -0.7
CC(=O)CSc1nnc(CN2C(=O)CSc3ccc(C(F)(F)F)cc32)n1C | -0.8
COc1ccccc1/C=C/C=N/NC(=O)CCn1cnc2ccccc21 | -0.8
O=C1CN(C(=O)C2CC2)c2ccccc2N1 | -2.0
O=C1C=C(C#Cc2ccccc2)C[C@@H](c2ccc(F)cc2)C1 | -0.9
CN(C)c1ccc2nc3ccc(=O)cc-3sc2c1 | -2.5
O=C(N/N=C/c1cccc([N+](=O)[O-])c1)c1cc[n+](CCO)cc1 | 0.1
FC(F)(F)c1cccc(-n2c(Cn3nnc4ccccc43)n[nH]c2=S)c1 | -0.5
N=C1c2ccccc2-c2ccccc21 | 1.6
CCOc1ccc(Br)cc1S(=O)(=O)NCC(c1ccc(OC)cc1)N1CCOCC1 (stereo not drawn) | 3.0
COc1ccc(C(=O)NCc2ccc3c(c2)OCO3)cc1S(=O)(=O)NCc1ccc(Cl)cc1 | -1.5
COc1ccc(Nc2nc3ccc(OC)cc3s2)cc1 | -2.2
CCOc1ccccc1-c1nc2c(s1)CCc1onc(-c3ccc(OC)cc3)c1-2 | -0.5
CCOC(=O)c1c(-c2ccccc2)n(C)c2ccc(O)cc12 | -1.2
CCC(=O)N1CCCc2cc(S(=O)(=O)N3CCC(N4CCCCC4)CC3)ccc21 | -2.6
Brc1ccc(OCCCN2CCOCC2)cc1 | 3.4
O=C(N/N=C/c1c[nH]c2ccccc12)c1cccs1 | 3.7
O=C(CN(C(=O)Cn1nnc(-c2ccc(F)cc2)n1)c1ccc(F)c(Cl)c1)NCC1CCCO1 (stereo not drawn) | -0.5
CC(=O)Nc1nc2ccc(S(=O)(=O)N3CCCCC3)cc2s1 | -0.9
CCOc1ccc(CCNS(=O)(=O)c2ccc(-c3ccc(=O)[nH]n3)o2)cc1OCC | -1.3
COc1ccc(C(=O)NCCN2CCCC2)cc1 | -1.5
CC(=O)C1=C(O)C(=O)N(Cc2cccnc2)C1c1ccc(C(C)C)cc1 (stereo not drawn) | -1.6
CN(C)c1ccc(/C=N/NC(=O)CSc2ccccn2)cc1 | -2.0
Cc1ccccc1-c1nnc(Cc2ccccc2)o1 | -2.8
Cc1ccc(-c2noc(=O)n2CC(=O)Nc2ccc(S(=O)(=O)NC3CC3)cc2)cc1 | 1.2
CSCCC(NS(=O)(=O)c1ccc(C)cc1)C(=O)N1CCCCCCC1 (stereo not drawn) | -1.6
CC(C)(C)c1cc(C(=O)N/N=C/c2cc3c(cc2Br)OCO3)n[nH]1 | -1.0
CC(C)(C)C1CCNC(=O)CC1 (stereo not drawn) | -0.6

(next part)
SMILES | TTR transcr act
COc1ccc(OCC2c3cc(OC)c(OC)cc3CCN2C(=O)C(C)C)cc1 (stereo not drawn) | 0.4
Cc1cccc(N2C(=O)CC(Sc3nc(C)c4c(n3)CCCC4)C2=O)c1 (stereo not drawn) | -0.7
COc1ccccc1OC(=O)CN1C(=O)c2ccccc2C1=O | 1.0
Cc1cccc2c1OCC/C2=N\NC(=O)COc1ccccc1Cl | -0.8
COc1ccc(CCNC(=O)CCC2COc3ccccc3O2)cc1OC (stereo not drawn) | 1.3
CN(C(=O)CC1C(=O)NCCN1Cc1ccccc1F)C1CCOCC1 (stereo not drawn) | 1.2
O=C(/C=C/c1ccc(F)cc1)Nc1ccc(S(=O)(=O)N2CCOCC2)cc1 | -1.0
CCN(CC)C(=O)C1CCN(Cc2ccc(OCc3ccccc3)cc2)CC1 | 0.9
Cc1ccc(-c2nc(C=Nc3ccccc3)c(O)o2)cc1 | -0.3
CCOC(=O)Cc1csc(NC(=O)/C=C/c2ccco2)n1 | 0.1
C/C(=N\NC(=O)Cc1cccn1C)c1ccco1 | 0.0
Cc1cc(NC(=O)CSc2nc3ccsc3c(=O)n2NC(=O)c2ccccc2)no1 | 0.2
Cc1ccc(C[n+]2cc(-c3ccc(Cl)cc3)n3c2CCC3)cc1 | 0.0
COCCN1C(=O)N[C@@H](c2cccc(C(F)(F)F)c2)[C@H](C(C)=O)[C@H]1C | -3.6
COC(=O)[C@@]12CCCCC3=C1N(CCC3)C(=O)[C@H]2CC(=O)NCC1CCCCC1 | -0.3

Brought forward from above: 3 entries, then new ones.
SMILES | TTR transcr act
Cc1ccc(C[n+]2cc(-c3ccc(Cl)cc3)n3c2CCC3)cc1 | 0.0
COCCN1C(=O)N[C@@H](c2cccc(C(F)(F)F)c2)[C@H](C(C)=O)[C@H]1C | -3.6
COC(=O)[C@@]12CCCCC3=C1N(CCC3)C(=O)[C@H]2CC(=O)NCC1CCCCC1 | -0.3
CS(=O)(=O)c1ccc2nc(NC(=O)c3ccc(N4CCCC4=O)cc3)sc2c1 | -1.5
CCOc1ccc(NC(=O)CN(Cc2ccccc2)S(C)(=O)=O)cc1 | -2.2
Cc1ccc(-c2[nH]c(=S)[nH]c(=O)c2C#N)cc1 | 0.0
Cc1cccc(CSc2nnc(C)c(=O)n2N)c1 | 1.9
CCOC(=O)c1sc(Nc2nc(C)cc(C)n2)nc1C | -0.6
N/C(=N\OC(=O)c1ccc(Cl)cc1)c1ccn[nH]1 | -1.1
COc1ccc(NC(=O)CCS(=O)(=O)c2ccccc2Cl)cc1S(=O)(=O)Nc1ccc(Cl)cc1 | -1.2
O=C(Cn1c(=O)oc2cc(S(=O)(=O)N3CCCCCC3)ccc21)NC1CCCCCCC1 | 0.8
O=C(NCc1cccnc1)C(=O)NC1CCCCC1 | -1.7
COCCN(C(=S)Nc1ccc(OC)c(Cl)c1)C1CCN(C(C)=O)CC1 | 0.2
O=C(Nc1cccnc1)c1ccc2c(c1)C(=O)N(Cc1cccnc1)C2=O | -1.7
CS(=O)(=O)c1ccc(C(=O)OCC(=O)N2CCN(CCC3CCCCC3)CC2)cc1[N+](=O)[O-] | -6.2
COc1ccc2cc(-c3[nH]ncc3CNCCn3nc(C)cc3C)ccc2c1 | -0.4
CN1CCN(C2Cc3ccccc3Sc3cc(C(F)(F)F)ccc32)CC1 (stereo not drawn) | -0.7
CCN(CC)c1ccc(/C=C2/C(=O)c3ccc(C(=O)O)cc3C2=O)cc1 | -0.6
COc1nc(Nc2ccc3c(c2)OCO3)nc(OC)n1 | -0.5
NNC(=O)c1cccc(COCC(F)(F)C(F)F)c1 | -2.9
C=CCn1c(SCC(=O)NCC2CCCO2)nc2sc(C)c(C)c2c1=O (stereo not drawn) | 1.7
CCCCNC(=S)NNC(=O)C12CC3CC(CC(C3)C1)C2 | 2.1
COc1cc(/C=C2\CC/C(=C\c3ccc(OCCO)c(OC)c3)C2=O)ccc1OCCO | -3.1
COC(=O)c1cc2c(C)nn(C)c2s1 | 0.3
CC(O)CNc1nc(Cl)c(C#N)s1 (stereo not drawn) | 0.6
Cc1cccc(N(C)S(=O)(=O)c2ccc3c(c2)CCC(=O)N3)c1 | -1.7
Cc1ccc(C)c(NC(=O)CSc2ccc(S(=O)(=O)N3CCCC3)cn2)c1 | 2.1
COc1cc(OC)cc(C(=O)NCCNC(=O)c2ccccn2)c1 | 0.3
CC(=O)c1ccccc1NS(=O)(=O)c1c(C)nn(-c2ccccc2)c1C | 0.7
Clc1cccc(-c2ccc(C=Nc3ccc(N4CCOCC4)cc3)o2)c1 | -1.4
COc1ccc(CCN(C)Cc2c(O)ccc3cc(Br)ccc23)cc1OC | -1.9
COC(=O)c1ccc(NC(=O)C(=O)N2CCN(C(=S)Nc3ccc(C)cc3)CC2)cc1 | 2.8
O=C(NCCC(=O)N1CCN(S(=O)(=O)c2ccccc2)CC1)c1ccc(Br)cc1 | 0.0
Cc1nn(S(=O)(=O)c2ccccc2)c(C)c1S(=O)(=O)N1CCOCC1 | 0.7
Cn1cnc(S(=O)(=O)Nc2cc(-c3ccc(Cl)cc3)nn2C)c1 | -0.1
NNc1nnc2c3cc(F)ccc3n(Cc3ccccc3)c2n1 | 0.5
CCOc1ccc(S(=O)(=O)Nc2ccc(C(=O)N/N=C/c3c(C)nn(-c4ccccc4)c3N3CCCC3)cc2)cc1 | -1.1
CCS(=O)(=O)c1ccc2oc(Nc3ccc(OC)c(OC)c3)nc2c1 | -2.3
O=S1(=O)CC2N=C(N(Cc3ccc(F)cc3Cl)c3ccccc3F)SC2C1 (stereo not drawn) | -1.0
CCOc1ccc(OCC(=O)N2CCOCC2)cc1 | -2.5

Random excerpt: six records from the list
SMILES | TTR transcr act
O=S1(=O)CC2N=C(N(Cc3ccc(F)cc3Cl)c3ccccc3F)SC2C1 (stereo not drawn) | -1.0
Cc1nn(S(=O)(=O)c2ccccc2)c(C)c1S(=O)(=O)N1CCOCC1 | 0.7
CCS(=O)(=O)c1ccc2oc(Nc3ccc(OC)c(OC)c3)nc2c1 | -2.3
CCOc1ccc(OCC(=O)N2CCOCC2)cc1 | -2.5
CCOc1ccc(S(=O)(=O)Nc2ccc(C(=O)N/N=C/c3c(C)nn(-c4ccccc4)c3N3CCCC3)cc2)cc1 | -1.1
Cn1cnc(S(=O)(=O)Nc2cc(-c3ccc(Cl)cc3)nn2C)c1 | -0.1

Compound activity deposited in PubChem BioAssay by The Scripps Research Institute Molecular Screening Center.
